Compound activity from PubChem BioAssay.
Wee1 stabilizer: blocks degradation of human Wee1 kinase. P30291. HeLa Luc-Wee1K328M stability, luciferase luminescence; 100% = proteasome inhibitor MG132 effect. reporter increase, % at 5 µM. hit rate 1.2% among 220,000. AID 1321;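 active means activation above the mean of all tested compounds plus 3 SD, set per screening run, cut at about 8.8% in these data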;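 further: cells exposed to compound for 20 h before luminescence read; 0% = DMSO alone and 100% = MG132 at 30 µM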
Runt-SMMHC FRET: Runt domain-CBFb-SMMHC interaction inhibition; Q01196+Q13951; Cerulean-Runt/Venus-CBFb-SMMHC FRET ratio 530/480, 1 h; inhibition, % at 20 µM; hit rate 0.74% among 220,000;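 active means mean inhibition across duplicate retests at 20 µM reaching about 50%, limit read from the data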;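 further: 0% = DMSO wells and 100% = wells with excess untagged CBFb-SMMHC; inhibitors lower the FRET ratio by blocking Runt binding to CBFb-SMMHC; some results filed as inactive read as strong as hits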
Target sequence (Q01196 whole entry, looked up, the tested form may be a part): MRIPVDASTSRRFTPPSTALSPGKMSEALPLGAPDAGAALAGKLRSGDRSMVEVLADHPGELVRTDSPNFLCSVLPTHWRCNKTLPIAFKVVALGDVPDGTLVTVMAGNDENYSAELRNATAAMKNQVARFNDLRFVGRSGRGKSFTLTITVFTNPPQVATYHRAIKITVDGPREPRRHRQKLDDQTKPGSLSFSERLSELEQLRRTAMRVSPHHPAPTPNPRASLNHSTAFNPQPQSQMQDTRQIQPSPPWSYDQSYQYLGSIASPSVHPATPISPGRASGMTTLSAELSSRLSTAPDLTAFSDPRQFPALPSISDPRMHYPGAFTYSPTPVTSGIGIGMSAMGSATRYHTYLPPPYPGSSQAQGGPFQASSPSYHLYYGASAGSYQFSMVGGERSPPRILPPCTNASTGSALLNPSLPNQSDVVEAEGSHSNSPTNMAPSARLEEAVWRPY
Target sequence (Q13951 whole entry, looked up, the tested form may be a part): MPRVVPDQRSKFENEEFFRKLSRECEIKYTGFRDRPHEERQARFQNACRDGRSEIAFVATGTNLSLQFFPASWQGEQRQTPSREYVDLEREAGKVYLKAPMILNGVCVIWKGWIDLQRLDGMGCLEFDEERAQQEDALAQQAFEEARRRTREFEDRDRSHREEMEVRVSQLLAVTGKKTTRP
14-3-3 Bad inh: disrupts binding of bovine 14-3-3 zeta to phospho-Bad peptide | P63103 | TR-FRET 14-3-3zeta/Dy647-pBad peptide displacement, 1 h | inhibition, % at 21.7 µM | hit rate 0.71% among 220,000 | AID 781;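 active means inhibition above about 70%, limit read from the data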;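 further: 0% = full 14-3-3 plus peptide FRET controls and 100% = background without 14-3-3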
Thrombin inh: inhibitors of human thrombin. hit rate 0.26% among 220,000. alpha-thrombin, Boc-VPR-AMC fluorogenic substrate cleavage. P00734. inhibition, % at 5 µM;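 active means inhibition at or above 40%; inactive means inhibition below 40%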;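 further: 0% = enzyme with no compound and 100% = wells without enzyme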
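Material: human alpha-thrombin protein; Also added: Boc-VPR-AMC substrate, 15 µM final; Timing: enzyme reaction carried out at room temperature; Signal: fluorescence, ex 355 nm, em 460 nm; Measure: % inhibition of thrombin; Controls: enzyme without compound as high, wells lacking enzyme as low.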
Hck Nef HTS: human Hck-Nef kinase inhibition; P08631; Recombinant Hck-YEEI plus Nef, Z-Lyte FRET kinase assay; inhibition, % at 20 µM; hit rate 0.68% among 220,000; AID 463187;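 active means Hck-Nef kinase inhibition above about 50%, limit read from the data; inactive means inhibition below that limit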;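 further: 0% = DMSO with Hck plus Nef and 100% = Hck alone without Nef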
KLK5 inh: inhibitors of human kallikrein 5 | AID 873 | hit rate 0.59% among 210,000 | recombinant hK5, fluorogenic AMC substrate cleavage | inhibition, % at 5 µM;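 active means inhibition of 40% or more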;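 further: 0% = enzyme controls without compound and 100% = no-enzyme blanks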
Target sequence (Q9Y337 67-293 limits assumed): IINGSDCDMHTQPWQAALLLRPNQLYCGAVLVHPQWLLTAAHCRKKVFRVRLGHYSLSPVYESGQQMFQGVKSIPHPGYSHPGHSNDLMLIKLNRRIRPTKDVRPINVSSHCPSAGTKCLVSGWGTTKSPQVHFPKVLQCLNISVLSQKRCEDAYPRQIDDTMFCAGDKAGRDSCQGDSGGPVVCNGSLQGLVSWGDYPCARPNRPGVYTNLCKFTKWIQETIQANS
Runt-CBFb FRET: Runt domain-CBFb interaction inhibition | hit rate 0.46% among 220,000 | Cerulean-Runt/Venus-CBFb FRET ratio 530/480, 1 h | inhibition, % at 20 µM | AID 1496 | Q01196+Q13951;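 active means inhibition over about 50% at 20 µM in the single-dose screen, limit read from the data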;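 further: 0% = DMSO wells and 100% = excess unlabeled CBFb competitor control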
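Reagent – Venus-CBFb binding partner, 100 nM · Assay system – Cerulean-tagged RUNX1 Runt domain (FRET donor) fusion protein · Input – 100 nM per protein · Incubation – two 1 h room-temperature incubations shielded from light · Measured by – FRET fluorescence · Medium – Tris buffer pH 7.5 with salts and BSA · Benchmarks – unlabeled CBFb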
FXIIa inh 1536: factor XIIa (human) inhibition. inhibition, % at 5 µM. purified FXIIa, Boc-QGR-AMC fluorogenic substrate, 2 h. P00748. hit rate 0.3% among 220,000; in the data active means inhibition above about 40%;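 further: 0% = enzyme with no compound and 100% = blank without enzyme; many of its hits are not listed in these tables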
FXIa inh 1536: inhibitors of human coagulation factor XIa; P03951; purified FXIa, Boc-Glu-Ala-Arg-AMC fluorogenic substrate; inhibition, % at 5 µM; hit rate 0.14% among 220,000; AID 798;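 active means inhibition of at least 40%; inactive means inhibition below 40%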;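 further: fluorescence of freed AMC excited at 355 nm; 0% = enzyme without compound and 100% = no enzyme blank; many of its hits are not listed in these tables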
An asterisk follows results filed as active; . = not tested or not shown; [ ] = dose if it differs, or a comment.

Wee1 stabilizer	Runt-SMMHC FRET	14-3-3 Bad inh	Thrombin inh	Hck Nef HTS	KLK5 inh	Runt-CBFb FRET	FXIIa inh 1536	FXIa inh 1536	SMILES
3	-10	-1	-2	-1	-30	-1	-5	-5	Cc1ccc(NCCC(=O)c2cccc([N+](=O)[O-])c2)c(C)c1
6	2	-8	-11	24	-3	-2	5	-4	Cc1cc(N2CCN(Cc3cn(C)nc3-c3cccc(Cl)c3)CC2)cc(C)n1
-2	1	-8[fluorescence artefact?]	-3	-2	-9	-1	5	-9	CCOc1ccccc1NC(=S)NC1CCCCC1
-1	1	-6[fluorescence artefact?]	2	7	-15	-1	9	6	Cc1cccc(OC(C)C(=O)N2CCCc3ccccc32)c1 (centres undefined)
-2	-3	-10	-5	1	-18	3	-2	-4	Cc1cccc(NC(=O)CCC(=O)N/N=C/c2cc([N+](=O)[O-])ccc2O)c1
-2	-12	-1	-4	-3	-22	3	-4	-12	Cc1nnc(NC(=O)C2CCCO2)s1 (centres undefined)
-1	1	-4	-2	2	-8	3	17	4	COc1ccc(S(=O)(=O)Cc2ccc(C(=O)NCCCN3CCc4ccccc4C3)o2)cc1
3	-1	-3	-3	-4	-5	0	4	-3	O=C(CSCc1ccc(Br)cc1)NCc1ccccn1
2	1	-7	-1	4	-2	1	12	4	CCOC(=O)c1c(C=O)c(C)n(Cc2ccccc2)c1C
1	-2	25	1	11	-16	-2	11	6	N#C/C(=C/c1ccc(N2CCCC2)c([N+](=O)[O-])c1)c1nc2ccccc2[nH]1
-4	1	-4	.	22	-4	-2	7	1	O=C(CC(=O)NN=C1CCCCCC1)NCc1cccnc1
4	-4	0[fluorescence artefact?]	-1	4	-10	1	11	5	COc1ccc(CN(CC(=O)NC2CCCC2)C(=O)CCC(=O)Nc2cc(C)on2)cc1
-5	13	1	-2	2	-3	24	11	4	O=C(CSc1ccc(-c2ccco2)nn1)NCc1ccc(Cl)cc1
0	-2	1	-3	10	0	1	5	-4	COc1cc(-c2ccc(NC(C)=O)c(OC)c2)ccc1NC(C)=O
2	0	-3	0	-23	4	-1	.	0	Cc1ccc(NC(=S)NC2CCN(Cc3ccccc3)CC2)cc1C
2	4	-10	-15	23	2	3	4	-2	OCCCc1n[nH]c(=S)n1-c1ccccc1
-1	0	-15	-4	-6	0	0	8	3	CN1CCN(C(=O)Nc2ccc([N+](=O)[O-])cc2)CC1
2	5	8[fluorescence artefact?]	1	15	-6	-1	9	-1	COc1ccc(OC)c(C(=O)CSc2nc3c(c(=O)n(C)c(=O)n3C)n2C(C)C)c1
-2	3	6	-11	0	11	-3	6	-9	Cc1ccccc1Nc1nc(N)nc(COC(=O)CC2CC3CCC2C3)n1 (centres undefined)
3	-2	-8	.	27	-2	0	6	3	CCN(Cc1cc(=O)n2cc(Cl)c(C)c(Cl)c2n1)Cc1nc2ccccc2c(=O)[nH]1
1	-4	7	6	6	5	-2	19	6	CCOC(=O)c1c(SC)nc(SC)c2c1CCC2
1	0	-5	4	17	-21	3	-7	-4	COc1ccccc1C(=O)N1CCN(Cc2nc3cc([N+](=O)[O-])ccc3n2C)CC1
1	1	-5[fluorescence artefact?]	-1	5	-12	9	17	3	Cn1cc(Cl)c(-c2n[nH]c(=S)n2-c2ccccc2)n1
-1	-62	-8	-2	-6	1	-22	8	5	O=C(O)CC/C(=N\Nc1ccc([N+](=O)[O-])cc1)c1ccccc1
-2	-6	-12	5	4	-7	14	4	-5	CCn1ncc(NC(=S)Nc2ccc3c(c2)OCO3)c1C(N)=O
1	0	-7	-5	6	-1	-1	6	3	O=c1ccnc(Nc2ccc(Cl)cc2)[nH]1
-1	4	26	-7	-1	3	0	24	14	O=C(CN1CCOCC1)OCCCc1ccccc1
1	2	-9	2	2	-8	0	15	6	C(=N\n1cnnc1)/c1cccn1-c1ccccc1
-2	0	4	-5	0	1	4	0	-4	CCC(CO)N=CC1=C(O)C(C(=O)c2ccccc2)CCC1=O (centres undefined)
-1	-2	12	5	-11	-10	-2	16	0	COc1ccc(-c2nnn(CC(=O)N(CC3CCCO3)C(C(=O)NC(C)(C)C)c3ccco3)n2)cc1OC (centres undefined)
-5	-1	-9	-10	16	-14	-1	4	-3	Cc1cc(/C=C/C(=O)O)c(C)n1-c1ccc(Cl)cc1
-2	-71	0	15	1	5	-7	12	10	Cc1ccc(N2C(=O)[C@@H]3[C@H](C2=O)C2c4ccccc4C=CN2[C@@H]3C(=O)c2ccco2)cc1 (some centres undefined)
2	1	1	-3	-58	6	-1	7	-3	Cc1ccc2nc(SC(C)C(=O)N3CCCCC3)[nH]c2c1 (centres undefined)
-1	2	-3	-7	4	-7	4	2	-4	Brc1ccc2[nH]c3c(c2c1)CCC3
0	3	-7[fluorescence artefact?]	-12	7	-28	2	-6	-5	Cn1ccnc1C(O)c1ccco1 (centres undefined)
7	-2	0	-1	11	10	-3	7	4	CCOC(=O)CC(=O)CSc1ncc(C(=O)OCC)c(N)n1
-1	3	-15[fluorescence artefact?]	-2	4	-6	-1	4	-1	COc1ccc(CCNC(=O)Cn2nnc(-c3ccc(N(C)C)cc3)n2)cc1OC
0	-3	-15	1	6	-9	-2	15	6	CCOC(=O)c1c(NC(=O)COc2ncnc3ccccc23)sc(C(C)=O)c1C
1	1	5	-1	11	-1	-2	8	-1	COc1ccccc1CC(=O)N1CCCC1
1	0	13[fluorescence artefact?]	3	2	-20	-1	13	8	COC(=O)CN1CCN(C(=O)c2ccc(F)cc2)c2ccccc2C1
-4	0	-1	0	7	-1	0	-3	3	CS(=O)(=O)NCc1ccc(C(=O)NCc2ccccc2)cc1
-2	-5	-18	0	-1	1	0	0	-3	N#C/C(=N/Nc1ccccc1F)C(=N)N1CCOCC1
0	3	-6	.	10	-7	1	0	-1	COCCNC(=O)CN(c1cc(Cl)ccc1OC)S(=O)(=O)c1ccc(C)c([N+](=O)[O-])c1
10*	-15	-12[fluorescence artefact?]	0	4	-7	0	17	2	Cc1cc(NC(=O)C(C)C)ncc1NC(=O)Cc1ccccc1
0	2	7	-5	24	3	0	4	-1	COc1ccc(OCc2nc3ccccc3n2C(C)C)cc1
-1	-5	3	1	7	-16	-2	12	3	COC(=O)c1c(NC(=O)CN2CCN(Cc3ccc4c(c3)OCO4)CC2)sc(C)c1C
-3	-1	3	2	-1	-11	4	17	4	C/C(O)=C(/N=O)C(=O)Nc1ccccc1
-3	3	-8	-1	17	-17	8	10	2	COc1cc(C(=O)NC(=S)NNC(=O)c2ccc3c(c2)OCO3)cc(OC)c1OC
1	-6	12[fluorescence artefact?]	-2	-1	-5	-1	4	-9	COc1ccc(N2CCN(C(=O)CCCn3c(=O)[nH]c4cc(Cl)ccc4c3=O)CC2)cc1
4	-1	4	6	1	20	2	-2	10	c1ccc(CSC2=NCCCN2)cc1
-1	0	59	0	19	-4	1	0	-9	COc1ccccc1NC(=O)COc1cc(Br)c(CNCCCN2CCOCC2)cc1OC
-2	3	-5	-2	-2	-17	-2	12	-7	O=S(=O)(Nc1ccccc1N1CCOCC1)c1ccc(Cl)s1
-1	9	21[fluorescence artefact?]	9	2	-23	18	19	10	COc1ccccc1-c1nnc(NC(=O)c2ccc3ncsc3c2)o1
0	-4	-8	2	20	2	-3	6	0	CCCCCc1ccc(-c2ccc(OC)cc2)nc1
-1	-2	10	1	13	14	1	8	5	COc1ccc(CCNC(=O)CSc2nc(C)cc(C)n2)cc1OC
1	1	4	-7	1	-6	0	6	4	Cc1ccc(Oc2cc(-n3nc(C)cc3C)ncn2)cc1

(listing goes on)
Wee1 stabilizer	Runt-SMMHC FRET	14-3-3 Bad inh	Thrombin inh	Hck Nef HTS	KLK5 inh	Runt-CBFb FRET	FXIIa inh 1536	FXIa inh 1536	SMILES
2	29	-11	-5	5	2	22	10	-4	Cc1ccccc1-c1cc(C(=O)Nc2sc(C)c(C)c2C(N)=O)c2ccccc2n1
-1	4	-16	5	21	2	-2	7	-1	Cc1c(C(=O)Nc2ccc(F)cc2)nnn1-c1cccc(C(F)(F)F)c1
-1	3	2	-4	-7	-3	2	1	-2	O=C(Nc1cc(C(F)(F)F)ccc1Cl)C(Sc1ccccn1)c1ccccc1 (centres undefined)
-2	-2	-6	-14	28	-1	0	3	-3	O=C(Nc1ccccc1)C(O)C(O)C(=O)Nc1ccccc1 (centres undefined)
0	-2	-1	-4	14	18	-2	-4	-10	CCCOc1ccccc1NC(=O)c1c(-c2ccccc2)noc1C
2	2	-2	-2	27	-1	1	9	3	O=C(Cn1nnc(-c2cccs2)n1)NCc1cccs1
0	-7	2	4	17	-2	1	5	-7	CC(c1nnc(SCC(=O)Nc2cccnc2Cl)n1-c1ccccc1)N(C)C (centres undefined)
2	-6	6	-8	4	-3	0	8	1	Cc1ccc(-c2c[n+](CC(=O)c3cccs3)c3n2CCC3)cc1
-1	73*	3	-9	57*	-17	33	-20	-13	COCCNc1cc(C)nc2c3c(C)cc(C)nc3nn12
0	.	-4	-5	15	2	.	8	-2	Cc1ccc(NC(=O)c2ccc(F)cc2)nc1
-1	-4	-7	-8	-2	-3	0	6	-2	Cc1ccc(C2CC(=O)C(C=NCCN3CCN(C(=S)Nc4ccc(F)cc4)CC3)=C(O)C2)cc1 (centres undefined)
0	1	4	0	3	-16	-2	7	-5	CC(=O)c1c(C)cc(C)c(CSc2nnc(-c3ccco3)o2)c1C
2	12	62[fluorescence artefact?]	-4	-11	-10	13	-16	-1	Oc1ccc(Nc2nc3ccccc3nc2Nc2ccc(O)cc2)cc1
3	-6	6	-3	2	3	0	9	-1	Cc1ccc2c(c1)N(CCC(=O)NCc1ccco1)C(=O)CO2
13*	-4	-8	-4	3	-30	0	10	4	O=C(CN1N=C(c2ccccc2)CCC1=O)NCCN1CCc2ccccc2C1
3	5	8[fluorescence artefact?]	1	-18	10	-2	6	-3	O=C(CCc1nc(-c2ccccc2F)no1)NCCN1CCOCC1
2	-1	-6	-8	28	3	-5	11	1	CCC(C(=O)OCn1nnc2ccccc2c1=O)c1ccccc1 (centres undefined)
-1	2	0	-5	9	7	-1	-4	-4	C=CCc1c(C)nc(SC(C)C)[nH]c1=O
3	1	2[fluorescence artefact?]	-1	3	-24	-80	5	7	Cc1cc(C)n(Cc2ccc(C(=O)NCc3ccco3)o2)n1

Four entries already listed, sorted by the value under FXIa inh 1536, largest number first:
Wee1 stabilizer	Runt-SMMHC FRET	14-3-3 Bad inh	Thrombin inh	Hck Nef HTS	KLK5 inh	Runt-CBFb FRET	FXIIa inh 1536	FXIa inh 1536	SMILES
-1	-2	10	1	13	14	1	8	5	COc1ccc(CCNC(=O)CSc2nc(C)cc(C)n2)cc1OC
0	2	7	-5	24	3	0	4	-1	COc1ccc(OCc2nc3ccccc3n2C(C)C)cc1
6	2	-8	-11	24	-3	-2	5	-4	Cc1cc(N2CCN(Cc3cn(C)nc3-c3cccc(Cl)c3)CC2)cc(C)n1
0	-7	2	4	17	-2	1	5	-7	CC(c1nnc(SCC(=O)Nc2cccnc2Cl)n1-c1ccccc1)N(C)C (centres undefined)
